Source: PubChem BioAssay (National Center for Advancing Translational Sciences (NCATS))
USP2a inh: inhibitors of human ubiquitin-specific protease USP2a. O75604. USP2 core, Ub-CHOP2 coupled fluorogenic reporter, 485/531. Potency, µM (series often up to 38.3 µM), without a hit: at the highest dose activity change, negative = inhibition, usual class: inhibitors. 0.01% of 330,000 active;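 note: potency is the fitted concentration of half-maximal effect; plate controls were DMSO wells for no effect and full inhibition by NEM control for full effect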
Target sequence (O75604 whole entry, looked up): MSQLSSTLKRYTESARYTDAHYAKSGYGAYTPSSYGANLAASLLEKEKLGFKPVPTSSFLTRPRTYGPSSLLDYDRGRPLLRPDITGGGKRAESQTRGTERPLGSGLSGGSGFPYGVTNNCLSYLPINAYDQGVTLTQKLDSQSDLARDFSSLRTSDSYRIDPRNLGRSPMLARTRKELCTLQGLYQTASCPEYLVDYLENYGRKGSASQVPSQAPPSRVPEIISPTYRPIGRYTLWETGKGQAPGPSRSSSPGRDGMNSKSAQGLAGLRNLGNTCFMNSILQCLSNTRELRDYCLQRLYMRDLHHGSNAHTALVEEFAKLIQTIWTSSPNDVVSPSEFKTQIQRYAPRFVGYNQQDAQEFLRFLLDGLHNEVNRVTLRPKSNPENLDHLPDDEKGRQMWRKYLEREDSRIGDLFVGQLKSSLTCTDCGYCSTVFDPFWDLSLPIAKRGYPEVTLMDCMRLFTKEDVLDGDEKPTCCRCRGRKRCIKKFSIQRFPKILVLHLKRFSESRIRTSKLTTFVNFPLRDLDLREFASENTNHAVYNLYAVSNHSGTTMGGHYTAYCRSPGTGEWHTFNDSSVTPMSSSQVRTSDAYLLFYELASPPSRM
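Cell-free coupled assay: 10nM USP2 core preincubated 30min RT with compound in Tris-HCl pH 8.0/CaCl2/CHAPS buffer, then 25nM Ub-CHOP2 and 25nM reporter substrate; fluorescence (Ex 485/Em 531) read after 60min RT, normalized to NEM inhibition, concentration-response curves fitted.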
A-T KAP1 phos: potential ataxia-telangiectasia treatment; […] A-T fibroblasts, KAP-1 phosphorylation AlphaLISA; neocarzinostatin DNA damage 30 min before lysis; Potency, µM (top dose mostly 57.5 µM), inactives show top-dose activation, hits mostly activators; AID 485349; 0.19% of 320,000 active; note: potency is the fitted concentration of half-maximal effect; % of control where 0% means no effect; nearly all actives have a fitted effect of over 45% in size
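hTERT-immortalized A-T patient fibroblasts ([…]), 500 cells/well in OPTI-MEM, 1% FBS, got compounds for 60 min, then NCS for 30 min at 37C. Lysates were then assayed for phospho-KAP-1 by AlphaLISA (anti-pKAP1 donor, anti-KAP1 acceptor beads), 6 hr at 25C.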
Eya2 inh: Eya2 (human) phosphatase inhibition. O00167. recombinant Eya2, OMFP fluorescence dephosphorylation (OMFP is methylfluorescein phosphate). Potency, µM (titrated, usually from 76.9 µM), inactives show at the highest dose activity, negative = inhibition, actives largely listed as inhibitors. 0.006% of 330,000 active; note: potency is the fitted concentration of half-maximal effect; % is set by controls: 0 for no effect and ±100 for the full control effect
Target sequence (O00167 whole entry, looked up): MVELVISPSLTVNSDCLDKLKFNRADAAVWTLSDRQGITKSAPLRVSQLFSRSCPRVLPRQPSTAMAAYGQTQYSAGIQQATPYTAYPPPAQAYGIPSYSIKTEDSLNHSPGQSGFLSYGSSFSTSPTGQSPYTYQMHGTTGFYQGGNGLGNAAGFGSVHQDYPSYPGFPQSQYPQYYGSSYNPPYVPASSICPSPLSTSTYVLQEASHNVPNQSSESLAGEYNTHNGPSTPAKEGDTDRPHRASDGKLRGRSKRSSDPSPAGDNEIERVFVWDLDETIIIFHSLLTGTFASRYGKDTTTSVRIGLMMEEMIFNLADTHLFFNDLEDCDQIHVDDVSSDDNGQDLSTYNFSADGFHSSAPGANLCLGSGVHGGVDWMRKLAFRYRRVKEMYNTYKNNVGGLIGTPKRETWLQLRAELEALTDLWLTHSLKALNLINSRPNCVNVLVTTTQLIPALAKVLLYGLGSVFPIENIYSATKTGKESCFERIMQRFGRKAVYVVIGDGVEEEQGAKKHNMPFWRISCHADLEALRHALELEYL
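Eya2 (0.2 uM) preincubated 10 min at ambient with compound, then OMFP substrate added at 50 uM; 10 min reaction in 50 mM HEPES pH 7.5, 50 mM NaCl, 5 uM MgCl2, 0.05% BSA, 1 mM DTT. Fluorescence read at Ex 485/Em 525 nm.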
TCR act: activators of T cell receptors; 330,000 tested, under 10 active; primary human leukocytes, anti-CD3, IL-2 HTRF, 48 h; AID 504894; Potency, µM (highest dose often 9.22 µM), without a hit: at the highest dose activation of IL-2 secretion, actives largely listed as activators; note: % of control where 0% means no effect
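Primary human leukocytes were stimulated with a-CD3 beads plus compounds for 48 hr without co-stimulation; secreted IL-2 was quantified by HTRF using a-IL-2-K (europium cryptate) and a-IL-2-d2, excited at 320nm with acceptor emission read at 665nm.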
Mito fusion act: inhibitors of mitochondrial division or activators of mitochondrial fusion; S. cerevisiae fusion-defective mutant growth rescue, CellTiterGlo 48 h; Potency, µM (series often up to 46.1 µM), without a hit: at the highest dose growth rescue (activation), actives largely listed as activators; 0.23% of 320,000 active; AID 485298;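 note: potency is the fitted concentration of half-maximal effect; % of control where 0% means no effect; nearly all actives have a fitted effect of over 45% in size; temperature-sensitive fusion mutants such as fzo1-1 at 37 °C on non-fermentable ethanol glycerol medium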
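Read-out: ATP-based luminescence (CellTiterGlo, 10 min ambient) reporting growth of fusion-defective ts yeast after 48 hours at 37C on glycerol/ethanol YPEG medium in the presence of compound.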
KCNH2 3.1 block: KCNH2 3.1 (human) potassium channel inhibition; activity change, % (tested at about 1.8 µM); 0.95% of 340,000 active; U2OS KCNH2 3.1, thallium flux FluxOr; stronger effect = lower value; AID 720553;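 active = maximum activity change below -70%; inconclusive = maximum activity change from -70% to -50%; inactive = maximum activity change above -50%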;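 note: thallium influx rate constant from kinetic fluorescence after stimulation buffer; % is set by controls: 0 for no effect and ±100 for the full control effect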
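Normalized rate constant (relative to positive and negative DMSO controls) derived from a 2 min kinetic fluorescence read after stimulation; U2OS cells expressing the 3.1 isoform via virus at 1.77 x 10^8 /mL.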
ELG1 DNA repair: blocks ELG1-dependent DNA repair in HEK293T cells; HEK293T ELG1-luciferase reporter, luminescence, 16 h; DNA damage induced by 5-fluorouridine; Potency, µM (titrated, usually from 46.1 µM), for inactives: at the highest dose activity change, negative = inhibition, most hits filed as inhibitors; 2.3% of 330,000 active; AID 504467; note: potency is the fitted concentration of half-maximal effect; % is set by controls: 0 for no effect and ±100 for the full control effect; nearly all actives have a fitted effect of over 55% in size
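Overnight (16 hr) co-exposure of 2,000 cells/well to 5-fluorouridine and compound at 37 °C preceded detection. Luciferase was quantified via ONE-Glo luminescence; loss of signal denotes inhibition.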
hERG WT inh: blocks the wildtype human KCNH2 potassium channel; Q12809; activity change, % at 1.84 µM; U2OS, BacMam KCNH2, thallium flux FluxOr; stronger effect = lower value; 0.37% of 340,000 active; AID 720551;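 active = maximum activity change below -70%; inconclusive = maximum activity change between -70% and -50%; inactive = maximum activity change above -50%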; note: % is set by controls: 0 for no effect and ±100 for the full control effect
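U2OS cells transduced with wild-type KCNH2 virus are loaded with FluxOr dye for 45 min, and thallium flux is measured in kinetic reads before and after stimulation buffer. Rate constants are normalized to DMSO controls.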
TSHR antag: blocks TSH signaling through the human TSH receptor; P16473; TSHR-expressing cells, TSH-stimulated cAMP HTRF, 2 h; stronger effect = lower value; activity change, negative = inhibition, % at 11.5 µM; 0.2% of 330,000 active; AID 504810;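 active = activity change below a set negative limit, meaning inhibition stronger than a set level, cut at about -70% in these data; inconclusive = activity change between two set negative limits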; note: % is set by controls: 0 for no effect and ±100 for the full control effect
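Cell-based HTRF cAMP assay; TSHR cells + compound, TSH EC80 (4nM final), 2 h, 37 deg C. Lysis with anti-cAMP cryptate and cAMP-d2, 30 min RT, read 665/620 nm.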
TRPV1 agonist: human TRPV1 agonism; Q8NER1; TRPV1-expressing cells, Fluo-8 calcium influx, agonist mode; activation, % at 8.33 µM; 0.19% of 320,000 active; in the data active = activation above about 80%; inconclusive = between about 30% and that limit; note: 0% is about no effect
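TRPV1-expressing cells were cultured overnight at 35.5C and loaded with Fluo-8 calcium dye for 40 to 90 min at room temperature. After a 10 s baseline, compound was added and calcium influx was read kinetically for 3 min (ex 480/em 520 nm).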
The depositor's hits bear a star; [ ] = another dose, or the depositor's remark. Unless noted, calls come from the whole dose curve; as a rule, active = well fitted curve in the direction sought with a large enough effect; inconclusive = small, poorly fitted or top-dose-only effect, or another doubt; inactive = no such curve, though single readings can be large; an effect the other way counts as inactive or inconclusive. Some of the compounds tested; the hit share may differ from the screen's.

For CCN(CC(=O)Nc1c(F)cccc1F)C(=O)CCN1C(=O)C2CC=CCC2C1=O (stereo not drawn) the results were USP2a inh 1.6%, A-T KAP1 phos 4.6%, Eya2 inh -12.3%, TCR act -0.8%, Mito fusion act -2.5%, KCNH2 3.1 block -12.5, ELG1 DNA repair 3.4%, hERG WT inh 3.2, TSHR antag 2.2 and TRPV1 agonist 1.0.
`CCOc1ccc(C2CC(c3ccc(F)cc3)n3ncnc3N2)cc1` (stereo not drawn) gave USP2a inh 0.3%, A-T KAP1 phos -3.6%, Eya2 inh -1.7%, TCR act -0.9%, Mito fusion act -3.5%, KCNH2 3.1 block 6.9, ELG1 DNA repair -1.2%, hERG WT inh 6.0, TSHR antag -0.4 and TRPV1 agonist 0.8.
`O=C(O)c1ccc(Sc2nnc(-c3cccc(Br)c3)o2)c([N+](=O)[O-])c1` gave USP2a inh 1.2%, A-T KAP1 phos 2.6%, Eya2 inh 5.8%, TCR act 4.3%, Mito fusion act 1.0%, KCNH2 3.1 block 1.4, ELG1 DNA repair -5.9%, hERG WT inh -11.0, TSHR antag -5.0 and TRPV1 agonist 0.2.
CN(CCC#N)S(=O)(=O)c1cc2c3c(c1)CCN3C(=O)CC2 was read as USP2a inh -0.9%, A-T KAP1 phos 8.5%, Eya2 inh 2.9%, TCR act -10.9%, Mito fusion act 1.3%, KCNH2 3.1 block -33.2, ELG1 DNA repair 14.7%, hERG WT inh 13.8, TSHR antag -1.0 and TRPV1 agonist -0.2.
Screening CCOc1ncccc1C(=O)OCC(=O)Nc1ccc(C(C)C)cc1 returned USP2a inh -1.5%, A-T KAP1 phos 0.3%, Eya2 inh inconclusive, TCR act -0.4%, Mito fusion act -1.8%, KCNH2 3.1 block -5.8, ELG1 DNA repair 15.5%, hERG WT inh inactive, TSHR antag -1.0 and TRPV1 agonist -0.9.
`CSc1ccccc1C(=O)OCC(=O)NC1CCS(=O)(=O)C1` (stereo not drawn) gave USP2a inh 1.6%, A-T KAP1 phos 2.7%, Eya2 inh 4.3%, TCR act -4.4%, Mito fusion act 8.5%, KCNH2 3.1 block 18.9, ELG1 DNA repair 1.3%, hERG WT inh 0.8, TSHR antag -1.4 and TRPV1 agonist 1.7.
CCN(c1ccccc1)S(=O)(=O)c1cccc(C(=O)NCc2cccnc2)c1 was read as USP2a inh 0.9%, A-T KAP1 phos -27.5%, Eya2 inh 7.0%, TCR act 10.6%, Mito fusion act 3.4%, KCNH2 3.1 block -1.0, ELG1 DNA repair 6.0%, hERG WT inh 1.6, TSHR antag 4.8 and TRPV1 agonist -3.5.
Screening CCC(=O)Nc1cccc(-c2nnc(SCC(=O)NCc3ccco3)n2C)c1 returned USP2a inh 2.2%, A-T KAP1 phos 6.5%, Eya2 inh 4.9%, TCR act 4.3%, Mito fusion act -3.3%, KCNH2 3.1 block 3.3, ELG1 DNA repair -8.6%, hERG WT inh 0.5, TSHR antag -2.4 and TRPV1 agonist 2.6.
`CC(NC(=O)/C(=C\c1ccco1)NC(=O)c1ccco1)C(=O)O` (stereo not drawn) gave USP2a inh -2.1%, A-T KAP1 phos -29.3%, Eya2 inh -6.3%, TCR act -17.0%, Mito fusion act -0.6%, KCNH2 3.1 block -1.6, ELG1 DNA repair -3.3%, hERG WT inh 2.2, TSHR antag -3.6 and TRPV1 agonist 6.3.
Screening COc1ccc(NC(=O)CNCCC2=CCCCC2)cc1 returned USP2a inh 2.0%, A-T KAP1 phos 16.0%, Eya2 inh -21.6%, TCR act -2.9%, Mito fusion act -0.9%, KCNH2 3.1 block 6.8, ELG1 DNA repair 13.6%, hERG WT inh -9.0, TSHR antag 3.9 and TRPV1 agonist 1.7.
CCCc1c(C)nn(-c2ncccc2[N+](=O)[O-])c1C was read as USP2a inh 3.4%, A-T KAP1 phos -1.0%, Eya2 inh 6.8%, TCR act -1.3%, Mito fusion act 1.0%, KCNH2 3.1 block 3.1, ELG1 DNA repair 9.9%, hERG WT inh -3.6, TSHR antag 7.2 and TRPV1 agonist 7.2.
`C=CCC(CC=C)(NC(=O)c1ccccc1C(=O)O)c1ccccc1` gave USP2a inh 0.6%, A-T KAP1 phos -2.6%, Eya2 inh 2.2%, TCR act -4.0%[46.1 µM], Mito fusion act 0.2%, KCNH2 3.1 block -2.9, ELG1 DNA repair 0.4%, hERG WT inh -31.5, TSHR antag 1.9 and TRPV1 agonist 2.3.
`CC(=O)Nc1ccc(OS(=O)(=O)c2ccc(C(C)(C)C)cc2)cc1` gave USP2a inh -0.2%, A-T KAP1 phos 3.6%, Eya2 inh -12.3%, Mito fusion act 14.9%, ELG1 DNA repair -7.1%, TSHR antag -0.4 and TRPV1 agonist 27.7.
Screening CCOC(=O)c1cc(CC)sc1NC(=O)CN1CCN(C(=O)c2ccco2)CC1 returned USP2a inh 3.0%, A-T KAP1 phos 1.8%, Eya2 inh -2.9%, TCR act -2.4%, Mito fusion act -1.7%, KCNH2 3.1 block 12.4, ELG1 DNA repair -19.4%, hERG WT inh 11.4, TSHR antag -24.8 and TRPV1 agonist 2.2.
Screening COC(=O)c1nc2nc(-c3cccs3)cc(C(F)(F)F)n2n1 returned USP2a inh 6.4%, A-T KAP1 phos 0.1%, Eya2 inh 0.5%, TCR act -3.0%[46.1 µM], Mito fusion act 7.5%, KCNH2 3.1 block -2.6, ELG1 DNA repair -10.0%, hERG WT inh inactive, TSHR antag -8.1 and TRPV1 agonist 0.3.
COc1ccc(-c2ccc(NCCN3CCOCC3)nn2)cc1OC was read as USP2a inh -2.7%, A-T KAP1 phos -0.7%, Eya2 inh -11.4%, TCR act -18.4%, Mito fusion act 1.5%, KCNH2 3.1 block -9.9, ELG1 DNA repair -4.4%, hERG WT inh -5.3, TSHR antag 4.5 and TRPV1 agonist -7.0.
For COc1ccc(NC(=O)CN(C)C(=O)/C=C/c2cn(-c3ccccc3)nc2-c2cccs2)cc1 the results were USP2a inh -1.7%, A-T KAP1 phos 1.5%, Eya2 inh 12.8%, TCR act 0.2%, Mito fusion act 10.5%, KCNH2 3.1 block 7.0, ELG1 DNA repair inconclusive, hERG WT inh 1.7, TSHR antag -3.1 and TRPV1 agonist inconclusive.
For Cc1cc(C)nc(SCC(=O)n2c3c(c4ccccc42)CCCC3)n1 the results were USP2a inh 3.2%, A-T KAP1 phos 5.6%, Eya2 inh -3.4%, TCR act -4.8%[46.1 µM], Mito fusion act -0.1%, KCNH2 3.1 block -1.7, ELG1 DNA repair 11.9%, hERG WT inh 17.7, TSHR antag 1.6 and TRPV1 agonist -0.1.
For Fc1cc(Br)ccc1NC(=S)NCCc1ccccc1 the results were USP2a inh -0.6%, A-T KAP1 phos -11.3%, Eya2 inh 4.2%, Mito fusion act -6.9%, KCNH2 3.1 block 3.4, ELG1 DNA repair inconclusive, hERG WT inh -6.8, TSHR antag -21.5 and TRPV1 agonist 12.5.
For COc1ccc(S(=O)(=O)N2CCN(CC(O)COc3ccc(CC#N)cc3)CC2)cc1OC (stereo not drawn) the results were USP2a inh 1.6%, A-T KAP1 phos -0.2%, Eya2 inh -2.6%, TCR act 3.3%, Mito fusion act 0.5%, KCNH2 3.1 block -3.3, ELG1 DNA repair inconclusive, hERG WT inh 29.7, TSHR antag -9.8 and TRPV1 agonist 3.5.
Screening CCN1CCN(c2cc(C)c3cc(NC(=S)N4CCCCC4)ccc3n2)CC1 returned USP2a inh 0.3%, A-T KAP1 phos 1.8%, Eya2 inh 9.5%, TCR act 1.9%, Mito fusion act -6.5%, KCNH2 3.1 block -15.5, ELG1 DNA repair 7.3%, hERG WT inh -6.1, TSHR antag 5.8 and TRPV1 agonist 0.0.
`COc1cc(C)c(S(=O)(=O)n2c([N+](=O)[O-])cnc2C)cc1C` gave USP2a inh 1.3%, A-T KAP1 phos -6.1%, Eya2 inh -0.3%, Mito fusion act -1.9%, KCNH2 3.1 block -10.2, ELG1 DNA repair 13.6%, hERG WT inh -2.2, TSHR antag -3.8 and TRPV1 agonist 0.2.
`O=C1CCCN1c1ccc(CNS(=O)(=O)c2ccc(F)cc2)cc1` gave USP2a inh 0.9%, A-T KAP1 phos 1.5%, Eya2 inh 3.9%, TCR act 4.6%, Mito fusion act -5.2%, KCNH2 3.1 block 2.9, ELG1 DNA repair 19.4%, hERG WT inh 2.9, TSHR antag 1.5 and TRPV1 agonist -1.7.
Screening Cc1noc(C)c1CN1C(=O)c2ccc([N+](=O)[O-])cc2C1=O returned USP2a inh -0.6%, A-T KAP1 phos 1.1%, Eya2 inh 13.2%, TCR act 0.1%, Mito fusion act -3.1%, KCNH2 3.1 block 13.7, ELG1 DNA repair -5.7%, hERG WT inh 2.1, TSHR antag -12.8 and TRPV1 agonist 1.2.
For Cc1csc2cc(-c3cccc([N+](=O)[O-])c3)c(-c3cccc([N+](=O)[O-])c3)c[n+]12 the results were USP2a inh 1.8%, A-T KAP1 phos 13.4%, Eya2 inh 6.7%, TCR act -0.4%[46.1 µM], Mito fusion act -3.3%, KCNH2 3.1 block 10.9, ELG1 DNA repair 5.7%, hERG WT inh -0.9, TSHR antag 10.2 and TRPV1 agonist 0.7.
